From PubChem
G9a inh = G9a (human) methyltransferase inhibition | G9a H3K9 monomethylation, AlphaScreen, 2 h | 350,000 tested, 8.8% active | Potency, µM (doses to about 102 µM), for inactives: top-dose activity, negative = inhibition, usual class: inhibitors | AID 504332 | Q96KQ7; also: potency is read from the fitted curve at half-maximal effect; % is scaled to controls: 0 for no effect and ±100 for the full control effect; nearly all actives have a fitted effect of over 75% in size
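Enzyme 20 nM + cpd, 15 min RT; add b-H3K9 pep 500 nM / SAM 20 uM; 2 h RT; anti-H3K9me1 Ab 0.5 ug/mL + SA donor / anti-rabbit acceptor beads 20 ug/mL each, 10 min; AlphaScreen read.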
BAZ2B block = inhibitors of human BAZ2B bromodomain. Q9UIF8. AlphaScreen BAZ2B-H3K14Ac peptide displacement. Potency, µM (titrated, usually from 114 µM), for the others: at the top dose activity change, negative = inhibition, most hits filed as inhibitors. 360,000 tested, 4.4% active; also: potency is read from the fitted curve at half-maximal effect; % is scaled to controls: 0 for no effect and ±100 for the full control effect; nearly all actives have a fitted effect of over 60% in size
Target sequence (Q9UIF8 whole entry, looked up): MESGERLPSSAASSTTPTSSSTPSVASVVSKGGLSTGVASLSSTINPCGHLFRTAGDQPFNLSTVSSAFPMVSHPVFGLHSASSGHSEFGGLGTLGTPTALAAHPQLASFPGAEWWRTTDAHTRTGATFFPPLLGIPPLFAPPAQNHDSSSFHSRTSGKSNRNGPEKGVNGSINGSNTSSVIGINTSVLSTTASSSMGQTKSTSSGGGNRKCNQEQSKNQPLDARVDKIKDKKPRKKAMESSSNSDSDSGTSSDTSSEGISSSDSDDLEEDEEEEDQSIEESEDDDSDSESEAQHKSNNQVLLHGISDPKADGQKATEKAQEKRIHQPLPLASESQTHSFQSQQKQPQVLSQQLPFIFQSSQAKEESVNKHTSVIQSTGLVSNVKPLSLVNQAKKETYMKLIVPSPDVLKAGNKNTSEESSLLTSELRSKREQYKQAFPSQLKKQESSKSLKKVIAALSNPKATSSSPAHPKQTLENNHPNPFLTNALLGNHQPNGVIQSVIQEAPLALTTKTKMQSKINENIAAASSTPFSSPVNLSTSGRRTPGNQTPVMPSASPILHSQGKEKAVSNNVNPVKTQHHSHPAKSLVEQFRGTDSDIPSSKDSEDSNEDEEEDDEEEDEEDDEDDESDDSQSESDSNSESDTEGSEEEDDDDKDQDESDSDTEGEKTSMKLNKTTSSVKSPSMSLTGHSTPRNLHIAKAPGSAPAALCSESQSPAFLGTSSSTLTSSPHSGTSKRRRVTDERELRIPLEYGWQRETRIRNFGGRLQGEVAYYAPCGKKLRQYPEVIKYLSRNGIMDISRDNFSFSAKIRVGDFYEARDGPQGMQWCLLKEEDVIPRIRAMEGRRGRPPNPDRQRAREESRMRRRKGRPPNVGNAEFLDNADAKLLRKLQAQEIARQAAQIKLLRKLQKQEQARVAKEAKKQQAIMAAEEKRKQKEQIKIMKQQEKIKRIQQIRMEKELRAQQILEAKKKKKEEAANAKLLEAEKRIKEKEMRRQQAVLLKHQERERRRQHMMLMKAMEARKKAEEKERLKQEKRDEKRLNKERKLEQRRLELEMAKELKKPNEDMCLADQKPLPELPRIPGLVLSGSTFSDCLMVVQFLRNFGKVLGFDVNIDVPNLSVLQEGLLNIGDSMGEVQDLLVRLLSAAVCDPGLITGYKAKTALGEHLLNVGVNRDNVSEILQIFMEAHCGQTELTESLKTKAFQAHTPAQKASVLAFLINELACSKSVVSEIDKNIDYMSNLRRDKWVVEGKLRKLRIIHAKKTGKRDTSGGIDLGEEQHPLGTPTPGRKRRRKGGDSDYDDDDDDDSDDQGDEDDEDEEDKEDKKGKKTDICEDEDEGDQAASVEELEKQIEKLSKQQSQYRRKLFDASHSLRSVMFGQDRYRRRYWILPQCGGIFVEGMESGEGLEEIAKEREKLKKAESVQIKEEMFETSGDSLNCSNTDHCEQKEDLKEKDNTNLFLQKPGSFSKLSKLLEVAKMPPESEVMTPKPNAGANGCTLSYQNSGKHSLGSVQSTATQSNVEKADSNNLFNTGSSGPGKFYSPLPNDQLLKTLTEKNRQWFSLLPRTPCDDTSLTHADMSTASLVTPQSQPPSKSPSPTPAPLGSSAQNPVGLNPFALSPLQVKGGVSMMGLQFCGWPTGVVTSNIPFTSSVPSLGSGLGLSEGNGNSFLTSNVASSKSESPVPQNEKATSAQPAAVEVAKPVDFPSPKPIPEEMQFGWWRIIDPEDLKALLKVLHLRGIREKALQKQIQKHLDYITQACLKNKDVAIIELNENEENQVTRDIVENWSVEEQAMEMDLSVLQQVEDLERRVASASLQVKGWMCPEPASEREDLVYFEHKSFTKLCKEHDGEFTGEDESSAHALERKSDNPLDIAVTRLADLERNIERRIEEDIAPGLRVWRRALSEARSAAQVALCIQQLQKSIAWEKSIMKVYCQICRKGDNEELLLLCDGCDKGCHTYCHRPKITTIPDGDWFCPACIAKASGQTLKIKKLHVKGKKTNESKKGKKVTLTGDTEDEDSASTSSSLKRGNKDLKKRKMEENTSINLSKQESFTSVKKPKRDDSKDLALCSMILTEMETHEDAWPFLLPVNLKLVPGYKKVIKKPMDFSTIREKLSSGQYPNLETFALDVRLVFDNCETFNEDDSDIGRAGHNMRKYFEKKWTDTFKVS
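Multi-concentration screen (max 110 uM) measuring displacement of acetylated histone H3 peptide from BAZ2B by AlphaScreen, using 50 nM protein, 50 nM peptide and 10 ug/mL streptavidin donor plus Ni-chelate acceptor beads.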
GLS inh = inhibitors of human glutaminase (GLS); O94925; GLS enzymatic activity, qHTS titration; Potency, µM (highest dose often 45.5 µM), for the others: at the highest dose activity change, negative = inhibition, usual class: inhibitors; 410,000 tested, 0.21% active; AID 624170; also: potency is read from the fitted curve at half-maximal effect; % is scaled to controls: 0 for no effect and ±100 for the full control effect
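Human kidney-isoform GLS in 45 mM KH2PO4 pH 8.2, 0.02% Tween-20, with compound, started with 1mM L-Glutamine (added stock). Glutamate oxidase/HRP/Amplex red coupled fluorescence read at start and after 30 min at RT.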
Pin1 inh = inhibitors of human Pin1; 390,000 tested, 0.009% active; Potency, µM (top dose mostly 115 µM), without a hit: at the top dose activity, negative = inhibition, actives largely listed as inhibitors; AID 504891; Pin1 FP peptide displacement, HiFluor488, 10 min; active = well fitted inhibition curve with a large enough effect in the polarisation, with a control signal flat, not every such curve was filed as active; inconclusive = small, poorly fitted or top-dose-only effect, or effect the other way, or a change in a side signal; inactive = no such curve, though single readings can be large or run the other way; the % refers to the polarisation; also: potency is read from the fitted curve at half-maximal effect; % is scaled to controls: 0 for no effect and ±100 for the full control effect
HP1b chromo inh = HP1-beta chromodomain-methylated histone interaction inhibition; AlphaScreen HP1-beta / biotin-H3K9me3 peptide binding; 390,000 tested, 0.56% active; P83916; Potency, µM (series often up to 114 µM), for the others: top-dose activity change, negative = inhibition, most hits filed as inhibitors; also: potency is read from the fitted curve at half-maximal effect; nearly all actives have a fitted effect of over 70% in size; inactives centre near 23
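AlphaScreen: HP1-beta (50 nM) preformed 30 min with biotin-H3(1-18)K9me3 peptide (50 nM) in PBS pH 7.4, 0.01% Tween-20. Compound added for 30 min at RT, then streptavidin donor/nickel chelate acceptor beads (10 ug/mL) for 30 min.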
PI4K2A inh = PI4K2A (human) kinase inhibition. 420,000 tested, 0.13% active. AID 1346378. purified PI4K2A, ADP-Glo luminescence, 1 h; active compounds read low. activity change, negative = inhibition, % at 76.9 µM. Q9BTU6; in the data active = activity change below about -50%; inconclusive = mostly about -30% to -49%;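 also: -100% = wells without enzyme as full effect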
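ADP-Glo luminescence measured ADP generated by PI4K2A enzyme (4 ug/mL before mixing) with 1.2 mM PI substrate (pre-mix) and 300 microM ATP (pre-mix). Tris pH7.5 buffer with MgCl2, Triton X-100; 1 h reaction at ambient temperature.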
JMJD2A Tudor inh = blocks the human JMJD2A Tudor domain. Potency, µM (titrated, usually from 114 µM), without a hit: top-dose activity change, negative = inhibition, actives largely listed as inhibitors. 390,000 tested, 4.4% active. AlphaScreen JMJD2A-Tudor / H3K4me3 peptide binding. O75164; also: potency is read from the fitted curve at half-maximal effect; % is scaled to controls: 0 for no effect and ±100 for the full control effect; nearly all actives have a fitted effect of over 50% in size
PGK inhibitor = inhibitors of T. brucei phosphoglycerate kinase. P07378. PGK/GAPDH coupled, Kinase-Glo luminescence, 60 min. Potency, µM (series often up to 57.5 µM), without a hit: at the highest dose activity change, negative = inhibition, most hits filed as inhibitors. 380,000 tested, 0.043% active. AID 602233; also: potency is read from the fitted curve at half-maximal effect; % is scaled to controls: 0 for no effect and ±100 for the full control effect; nearly all actives have a fitted effect of over 60% in size
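Recombinant glycosomal PGK reaction used 1,3-bisphosphoglycerate generated in-well by GAPDH (100nM final) in 100mM TEA pH 7.6, 5mM MgCl2, 0.01% Tween-20. After 60 minutes at room temperature, ATP was read by Kinase-Glo Plus luminescence end-point.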
ERG-DNA inh = inhibitors of human ERG Ets domain-DNA interaction; P11308; fluorescence polarization, His-ERG Ets domain / labelled DNA; Potency, µM (doses to about 76.9 µM), for inactives: at the top dose FP activity, negative = inhibition, usual class: inhibitors; 370,000 tested, 0.028% active; AID 624246; active = well fitted inhibition curve with a large enough effect in the polarisation, with a control signal flat; inconclusive = small, poorly fitted or top-dose-only effect, or effect the other way, or a change in a side signal; inactive = no such curve, though single readings can be large or run the other way; the % refers to the polarisation;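 also: polarization taken with two DNA probes labelled with fluorescein and Texas red; potency is read from the fitted curve at half-maximal effect; % of control where 0% means no effect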
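His-tagged ERG Ets domain (1 uM in the protein solution; 300mM KCl, 50mM Tris-HCl, 1mM EDTA, 1mM DTT, pH 7.5) received compound, then a probe mix of 5 nM fluorescein-DNA and 100nM Texas-615-DNA. Fluorescence polarization was read for both dyes.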
An asterisk follows results filed as active; i = inactive; ? = inconclusive; / = not tested or not shown; [ ] = another dose, or the depositor's remark. Unless noted, calls follow the shape of the dose curve; as a rule, active = well fitted curve in the direction sought with a large enough effect; inconclusive = small, poorly fitted or top-dose-only effect, or another doubt; inactive = no such curve, though single readings can be large; an effect the other way counts as inactive or inconclusive.

G9a inh	BAZ2B block	GLS inh	Pin1 inh	HP1b chromo inh	PI4K2A inh	JMJD2A Tudor inh	PGK inhibitor	ERG-DNA inh	structure
?	-3%	2%	2%	18%[57 µM]	-4	-33%	i	4%	CCC1CN(CC(=O)NCc2cccc(Br)c2)c2ccccc2S1 (stereo not drawn)
-23%[59 µM]	2%	0%	0%	49%[activator]	0	-15%	-2%	2%	O=S(=O)(N/N=C\c1c(F)cccc1Cl)c1ccc(Cl)cc1
?	3%	-5%	-1%	46%[activator]	-10	-3%	-2%	-2%	CCOC(=O)N1CCc2c(sc3c2c(=O)n(-c2ccc(CC)cc2)c(=O)n3C)C1
-6%[59 µM]	-31%	-8%	-13%	79%[activator]	3	-4%[11.4 µM]	4%	-1%	Cc1cccc(NC(=O)C(CC(C)C)NC(=O)C2CCC(C)CC2)n1 (stereo not drawn)
-18%	8%	1%	4%	22%	2	-4%	6%	3%	O=C(Cn1cnc2c(nnn2-c2ccccc2)c1=O)N1CCCc2ccccc21
2%[59 µM]	-18%	-5%	11%	10%	0	-26%	2%	-2%	CCOc1ccccc1CNC(=O)c1ccc(NC(=O)N2CC(C)Sc3ccccc32)cc1 (stereo not drawn)
9%[59 µM]	22%	2%	11%	82%[activator]	4	-14%	1%	4%	CCOc1ccc(Sc2cc(C(=O)NC(C)CC)c3ccccc3n2)cc1 (stereo not drawn)
10µM*	56µM*	-7%	-3%	?	8	7.9µM*	-9%	-3%	COc1ccccc1C(=O)N1CCN(C2CCN(Cc3ccccc3)CC2)CC1
/	/	-3%	5%	15%	-1	-27%	-4%	-6%	C=CCC[C@H](Cc1ccc(F)cc1)C(=O)OC[C@H](Cc1c[nH]c2ccccc12)NC(=O)[C@@H](CC=C)CC(=O)N[C@@H](CO)Cc1ccccc1
?	12%	1%	-1%	7%	2	-10%	i	-6%	CCS(=O)(=O)N1Cc2ccccc2CC1C(=O)N(C)CC(=O)Nc1ccc(F)c(F)c1F (stereo not drawn)
/	/	1%	5%	43%[activator]	1	-1%	-2%	-3%	CN(C(=O)c1ccc(NC(=O)Cc2ccc(NC(=O)C3CCCN(C(=O)C4CC4)C3)cc2)cc1)C1CCCC1 (stereo not drawn)
14µM*	10µM*	-5%	/	20%	-63*	11µM*	?	-5%	Cn1nc(-c2ccccn2)nc2c(=O)n(C)c(=O)nc1-2
14%	-1%	-10%	15%	21%	-3	-7%	i	-5%	CCN(CC(=O)NCc1ccc(F)cc1)C(=O)c1ccc(Cl)cc1
10%[59 µM]	12%	2%	2%	34%	-2	-7%	3%	/	O=c1[nH]ncc(N2CCCCC2)c1Cl
-29%[59 µM]	6%	-10%	4%	30%	-9	-3%	i	4%	Cc1cc(SCC(=O)N2CCCC2=O)nc2c(C)cccc12
?	-29%	17%	-1%	10%	-4	-20%	-4%	11%	COc1ccc(OCCCC(=O)Nc2ccc(N3CCOCC3)cc2)cc1
8%	1%	-3%	-2%	0%	-8	-28%	-2%	-1%	CSc1nsc(SC)c1C(N)=O
?	-25%	4%	-10%	45%[activator]	0	-12%	0%	0%	CN1C2C=C3C(C#N)=C(N)C(C#N)(C#N)[C@@H](c4ccsc4)[C@@H]3C1CC2 (stereo partly drawn)
-4%[59 µM]	11%	2%	-9%	-4%	2	-23%[57.1 µM]	-7%	-17%	CSCCC(NS(=O)(=O)c1ccc(Cl)cc1)C(=O)OCC(=O)N1CCOCC1 (stereo not drawn)
/	?	?	?	34%	-1	-18%	-7%	17%	CCCN1CCc2c(sc(NC(=O)c3ccc(S(=O)(=O)N(C)c4ccccc4)cc3)c2C(N)=O)C1
6%[59 µM]	5%	0%	0%	43%[activator]	-2	-1%	-11%	-4%	CC(C)(C)c1ccc(C(=O)NCCC(=O)N2CCN(c3ncccn3)CC2)cc1
/	/	-6%	5%	14%	-3	-30%	-1%	/	CCOc1ccc(-n2c(SC(C)C(=O)OC)nc3c(c2=O)SCC3)cc1 (stereo not drawn)
/	/	-8%	21%	28%	1	-15%	i	2%	O=C1NC(=O)C(c2ccccc2)(c2ccc(Cl)cc2Cl)N1 (stereo not drawn)
?	-26%	13%	?	-5%	6	-26%	-9%[11.5 µM]	/	O=C1/C(=C/c2ccc([N+](=O)[O-])cc2)C=C(c2ccccc2)N1c1ccccc1
10%[59 µM]	6%	13%	0%	26%	-7	-6%	8%	3%	C/C(=N\NC(=O)c1ccn(C)n1)c1ccc(NC(=O)C2CCCC2)cc1
14%[59 µM]	-3%	0%	-2%	36%	-1	-6%	0%	7%	Cc1ccc(NC(=O)[C@H]2O[C@@H]3OC(C)(C)O[C@@H]3[C@H]3OC(C)(C)O[C@H]32)cc1F
1%	-24%	-9%	4%	42%[activator]	-3	-17%	-2%	16%	Cc1ccc(NC(=S)N2CCC(C(N)=O)(N3CCCCC3)CC2)c(C)c1
/	-1%	-5%	2%	34%	0	-1%	-8%	-4%	CCCCc1nnc(SC(C)C(=O)Nc2nccs2)n1C (stereo not drawn)
79µM*	?	0%	-7%	26%	-6	-11%	-9%	5%	COc1ccc(/C=N/NC(=O)c2ccc3c(c2)OCO3)cc1
?	?	13%	17%	?	3	40µM*	-8%	1%	CC(C)C[C@@H](C(=O)NC1CCN(Cc2ccccc2)CC1)N1C(=O)N2CCc3c([nH]c4ccccc34)[C@@]2(C)C1=O
?	4%	40%[activator]	-1%	3%	3	-12%	/	/	COc1ccc(N2CCN(C(=O)CSc3nnc(Cn4nnc5ccccc54)n3C)CC2)cc1
?	?	0%	-2%	9%	-1	?	-5%	-2%	CN(Cc1ccccc1)c1c([N+](=O)[O-])c(=O)n(C)c2ccccc12
16%[59 µM]	-1%	-3%	0%	2%	-23	-8%	-6%	3%	CN(c1ccc(C(=O)N2CCOCC2)cc1)S(=O)(=O)c1cccs1
8%[59 µM]	-2%	-2%	16%	39%	-1	-19%	-11%	-1%	COC(=O)c1cc2oc3ccccc3c2n1CC(=O)Nc1ccc(OC)c(OC)c1OC
7%[59 µM]	-3%	-5%	0%	26%	3	-12%	5%	3%	COc1ccc(C(=O)Nc2cnn(Cc3c(F)cccc3Cl)c2)cc1OC
-10%[0.0925 µM]	-6%	7%	4%	62%[activator]	-3	-17%	5%	-4%	Cc1ccc(C)c(OCc2cc(C(=O)NC(C)c3cnn(C)c3)no2)c1 (stereo not drawn)
/	?	5%	-11%	19%	-13	-35%	i	16%	COc1ccc(C(=O)C2CCCN(Cc3cccn3-c3ccccn3)C2)cc1F (stereo not drawn)
-10%	-22%	25%	-5%	11%	0	-14%	-5%	5%	O=C(O)c1cccc(NC(=S)N/N=C/c2c[nH]c3ccccc23)c1
3%	-4%	-10%	-2%	43%[activator]	0	-6%	7%	4%	Cc1cc(C)n(-c2nc(C(F)(F)F)nc3ccccc23)n1
0%[12.7 µM]	3%	4%	3%	15%	-1	-19%	/	0%	O=C(CN1C(=O)c2ccccc2C1=O)Nc1ccccc1C(=O)NC1CCCCC1
-26%[59 µM]	-7%	0%	8%	7%	-3	?	0%	1%	COc1ccc(CNC(=O)c2ccc(-c3nc(CSc4ccccc4)c(C)o3)cc2)cc1
-1%	-15%	1%	1%	36%	3	-3%	-2%	-6%	CCCCOc1ccc(C(=O)Nc2ccc(OCC(=O)N3CCOCC3)cc2)cc1
31%	2%	?	5%	5%	3	-20%	-3%	4%	Cc1cc(O)c(S(=O)(=O)c2ccccc2)c(C)c1NS(=O)(=O)c1ccccc1
-4%[59 µM]	-6%	-6%	-8%	50%[activator]	1	-6%	4%	-5%	CCOC(=O)C1CCN(C(=O)c2cn(C)c(=O)c3cc(OC)c(OC)cc23)CC1
-1%	4%	1%	0%	15%	-4	-13%	-3%	2%	CCCCNC(=O)N(c1c(N)n(Cc2ccccc2)c(=O)[nH]c1=O)C1CCCC1
28µM*	32µM*	49%[activator]	43%[activator]	?	0	32µM*	-7%	12%	COc1cc(/C=C2/C(=O)NN(c3ccc(F)cc3)C2=O)cc(Cl)c1O
?	32%	7%	2%	28%	-12	38%[activator]	/	/	CCCCOC(=O)Nc1sc2c(c1C(=O)OC)CCC2
?	0%	-4%	2%	23%	0	9%	2%	-11%	O=C(CC(NC(=O)c1ccccc1)c1ccccc1)Nc1ccc(F)c(F)c1 (stereo not drawn)
8%[59 µM]	7%	-1%	1%	33%[57 µM]	-2	3%	-4%	-2%	Cc1ccc(-c2nc(SCC(=O)NCC3CCCO3)c3c(=O)n(C)c(=O)n(C)c3n2)cc1 (stereo not drawn)

By substructure: the compounds so far with a nitro group on carbon.
G9a inh	BAZ2B block	GLS inh	Pin1 inh	HP1b chromo inh	PI4K2A inh	JMJD2A Tudor inh	PGK inhibitor	ERG-DNA inh	structure
?	-26%	13%	?	-5%	6	-26%	-9%[11.5 µM]	/	O=C1/C(=C/c2ccc([N+](=O)[O-])cc2)C=C(c2ccccc2)N1c1ccccc1
?	?	0%	-2%	9%	-1	?	-5%	-2%	CN(Cc1ccccc1)c1c([N+](=O)[O-])c(=O)n(C)c2ccccc12
